Screening data as filed in PubChem.
APOBEC3G inh: APOBEC3G (human) deaminase inhibition; Q9HC16; recombinant A3G, ssDNA deamination FAM/TAMRA fluorescence; inhibition, % at 20 µM; 330,000 tested, 0.28% active; AID 493012;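 active = inhibition of at least 40% at 20 µM, with no more than 30% in the related APOBEC3A deaminase screen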;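 note: plate controls were DMSO wells with A3G for no effect and wells lacking A3G enzyme for full effect; some compounds called inactive have numbers as strong as hits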
Target sequence (Q9HC16 whole entry, looked up): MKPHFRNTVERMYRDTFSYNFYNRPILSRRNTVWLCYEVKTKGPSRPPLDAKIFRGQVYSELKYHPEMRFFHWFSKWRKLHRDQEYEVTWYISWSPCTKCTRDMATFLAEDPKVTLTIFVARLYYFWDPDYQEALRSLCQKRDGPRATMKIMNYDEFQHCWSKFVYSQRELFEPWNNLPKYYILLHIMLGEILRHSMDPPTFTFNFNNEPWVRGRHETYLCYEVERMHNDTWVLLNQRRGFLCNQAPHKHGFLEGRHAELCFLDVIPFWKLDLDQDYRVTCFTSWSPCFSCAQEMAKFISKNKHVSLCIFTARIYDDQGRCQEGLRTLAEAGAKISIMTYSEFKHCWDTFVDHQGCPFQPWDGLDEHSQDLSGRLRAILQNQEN
MPTP inh: blocks calcium-induced mitochondrial swelling. AID 602449. isolated mouse mitochondria, Ca2+ swelling absorbance, 30 min. 360,000 tested, 1.4% active. inhibition, % at 10 µM;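 active = inhibition of 50% or more, scaled per plate between neutral and stimulator controls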;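 note: 0% = DMSO wells given calcium and 100% = 1 mM EGTA wells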
hIAP activ: human IAP activation | P09923 | purified human IAP, CDP-Star luminescence, 30 min; hits give high values; 1 = vehicle-only enzyme, 0 = enzyme-free background | activation factor at 10 µM | 330,000 tested, 0.16% active;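 active = activation factor of the enzyme at least 2-fold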; note: the source names both 10 and 20 µM as test concentration; values of inactives mirror those of a sister screen read the other way
hIAP inh: human IAP inhibition; P09923; purified IAP, CDP-Star luminescence, 30 min; inhibition, % at 10 µM; 330,000 tested, 0.12% active;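 active = inhibition reaching a set limit with compound at 10 µM in the primary screen, cut at about 35% in these data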;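 note: plate controls were DMSO wells with enzyme for no effect and no-enzyme buffer wells for full effect; values of inactives mirror those of a sister screen read the other way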
mIAP inh: mouse IAP inhibition. purified mouse IAP, CDP-Star luminescence, 30 min. inhibition, % at 10 µM. 330,000 tested, 0.2% active. AID 2806;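 active = inhibition of at least 40% at 10 µM in the primary screen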;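 note: plate controls were DMSO with enzyme for no effect and no enzyme wells for full effect; values of inactives mirror those of a sister screen read the other way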
ATG4B inh: ATG4B (human) cysteine protease inhibition | ATG4B cleavage of LC3-PLA2, NBD-HPC fluorescence, 1 h | inhibition, % at 8.33 µM | Q9Y4P1 | AID 504462 | 340,000 tested, 0.51% active; in the data active = inhibition above about 40%
Target sequence (Q9Y4P1 whole entry, looked up): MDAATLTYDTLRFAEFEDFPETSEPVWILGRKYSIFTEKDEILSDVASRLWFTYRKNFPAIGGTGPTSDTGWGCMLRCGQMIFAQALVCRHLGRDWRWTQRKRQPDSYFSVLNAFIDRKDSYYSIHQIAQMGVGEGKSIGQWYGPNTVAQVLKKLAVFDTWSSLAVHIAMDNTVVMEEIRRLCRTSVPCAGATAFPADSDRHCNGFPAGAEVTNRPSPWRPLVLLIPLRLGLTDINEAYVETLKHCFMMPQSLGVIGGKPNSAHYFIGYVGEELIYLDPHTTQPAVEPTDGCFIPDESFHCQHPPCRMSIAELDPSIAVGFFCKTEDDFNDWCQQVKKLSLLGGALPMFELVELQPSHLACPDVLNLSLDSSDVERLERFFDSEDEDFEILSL
beta cell repl: induces beta-cell replication in MIN6 cells. proliferation, % at 10 µM. AID 2380. 330,000 tested, 0.29% active. MIN6 cells proliferation, ATPlite luminescence, 48 h; cells starved in 0.2% serum; 100% = growth in 10% serum;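 active = compounds whose signal lies at least 3.5 SD above the mean of all wells on their plate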;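 note: 0% = DMSO-treated cells in low-serum medium and 100% = 10% serum control; some compounds called inactive have numbers as strong as hits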
mIAP act: mouse IAP activation | muIAP, CDP-Star luminescence, 30 min; hits give high values; 1 = vehicle-only enzyme signal, 0 = enzyme-free wells | activation factor at 10 µM | 330,000 tested, 0.24% active;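 active = activation factor of at least 2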; note: the source names both 10 and 20 µM as test concentration; values of inactives mirror those of a sister screen read the other way
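Assay system: mouse IAP enzyme; reagent: chemiluminescent substrate CDP-Star; dosing: test compounds delivered from DMSO solution; schedule: 30 min at room temperature; measured by: luminescence from enzymatic CDP-Star hydrolysis; controls: DMSO-only wells and no-enzyme negative control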
APOBEC3A inh: human APOBEC3A DNA deaminase inhibition. P31941. recombinant A3A, FAM/TAMRA ssDNA deamination fluorescence. inhibition, % at 20 µM. 330,000 tested, 0.41% active. AID 493011;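 active = at least 40% inhibition at 20 µM here, with at most 30% in a related deaminase screen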;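 note: plate controls were A3A with DMSO for no effect and wells lacking A3A enzyme for full effect; some results filed as inactive read as strong as hits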
Target sequence (P31941 whole entry, looked up): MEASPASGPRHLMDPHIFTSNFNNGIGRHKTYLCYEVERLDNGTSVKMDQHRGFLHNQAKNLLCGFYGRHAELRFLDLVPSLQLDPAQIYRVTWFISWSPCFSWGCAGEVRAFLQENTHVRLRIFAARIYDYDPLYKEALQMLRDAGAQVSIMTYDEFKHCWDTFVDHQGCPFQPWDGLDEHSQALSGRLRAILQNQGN
* hit, by the source's call; . = no result given.

SMILES	APOBEC3G inh	MPTP inh	hIAP activ	hIAP inh	mIAP inh	ATG4B inh	beta cell repl	mIAP act	APOBEC3A inh
COc1cc(C(=S)N2CCOCC2)cc(OC)c1OC(=O)c1cc([N+](=O)[O-])cc([N+](=O)[O-])c1	2	-0.8	0.79	21	10	-6	0	0.9	4
Cc1ccc(S(=O)(=O)N2CCN(C(=O)c3ccco3)CC2)c(C)c1	-9	0.4	0.97	3	-3	-6	0	1	-4
O=C(COc1ccc(Cl)cc1)NCc1nnc(SCC(=O)N2CCCCCC2)o1	15	2.6	1.1	-6	-7	15	-4	1.1	-1
COC(=O)c1ccccc1NC(=O)c1sc(Cl)nc1C	-3	-0.6	0.92	8	0	-8	-4	1	-4
COc1cc(CN2CCC(C(=O)N3CCC(C)CC3)CC2)cc(Br)c1O	-4	3.1	1.4	-41	8	-5	-2	0.92	-3
COc1ccc(C2c3cc(OC)c(OC)cc3CCN2C(=O)c2ccccc2Br)cc1OC (stereo not drawn)	1	-0.8	1	-2	-18	-15	-2	1.2	1
Cc1oc(-c2ccc(Cl)cc2)nc1CN1CCCC(C(=O)NCc2ccccn2)C1 (stereo not drawn)	-6	-1.0	1	-2	3	2	0	0.97	-3
COc1ccc2c(CC(=O)Nc3ccccc3OC)coc2c1	-9	2.4	1.2	-22	-19	-11	-2	1.2	-5
CC(O)c1cccc(-c2ccc(CN3C[C@]4(CO)O[C@@H](CO)C[C@@H]4S3(=O)=O)cc2)c1 (stereo partly drawn)	6	1.3	.	.	0	.	.	1	4
O=C(O)c1cccc(-c2ccc(/C=C3/SC(=Nc4ccccc4)N(Cc4cccnc4)C3=O)o2)c1	20	1.9	0.85	15	30	0	-7	0.7	52*
CCOCC(=O)N1CCN(c2ccc(F)cc2)CC1	-9	-1.4	1.2	-19	-10	1	-2	1.1	-7
Clc1ccc(OCc2nnc(-c3ccccc3Br)o2)c(Cl)c1	-7	1.7	1.1	-10	0	31	-2	1	-7
C=CCN(CC=C)C(=S)NC(=O)c1ccc([N+](=O)[O-])cc1	-6	1.3	0.93	7	4	-4	0	0.96	-3
Cc1cccc(Nc2c([N+](=O)[O-])c(=O)n(C)c3ccccc23)c1	-6	0.0	1.1	-14	-3	-1	0	1	0
Cc1ccc(NC(=O)c2cc(=O)c3ccccc3o2)c(C)c1	-6	0.8	1	-4	-13	-1	0	1.1	-1
CCOC(=O)CSC1=C(C#N)C(c2ccc(C)s2)CC(=O)N1 (stereo not drawn)	-10	0.6	0.93	7	-7	-3	2	1.1	-5
CCN1CCc2c(sc(N)c2C#N)C1	16	-2.1	0.97	3	-2	-14	2	1	7
CCOC(=O)/C(=N\Nc1ncnc2ccccc12)c1ccc(C)cc1	-5	0.6	1.1	-12	3	-11	-6	0.97	-3
Cc1cc(C(=O)CN2C(=O)NC3(CCC(C)CC3)C2=O)c(C)n1C (stereo not drawn)	-4	-1.0	0.85	14	3	-6	1	0.97	4
CCN(CC(=O)Nc1ccc(NC(C)=O)cc1)C(=O)Cc1c(Cl)cccc1Cl	-6	-0.1	1	-4	1	3	0	0.99	-3
Cc1ccc(CS(=O)(=O)CCC(=O)NCCCN2CCCC2=O)cc1	3	-0.5	1	0	-5	16	-1	1	0
CCOc1cccc(N(C(=O)c2ccco2)C(C(=O)NC2CCCC2)c2cccnc2)c1 (stereo not drawn)	2	0.5	0.9	10	-4	-6	0	1	0
COCCNC(=O)C(=O)c1cc(C)n(-c2ccc([N+](=O)[O-])cc2)c1C	-3	0.9	0.83	17	1	4	0	0.99	-1
Cc1ccc(S(=O)(=O)N2[C@@H](c3ccccc3F)C(C(=O)O)=CC[C@H]2c2ccc3c(c2)OCO3)cc1	-12	-2.5	1.1	-7	-10	-5	-1	1.1	-8
C=CCn1c(-c2ccc([N+](=O)[O-])cc2)n[nH]c1=S	45*	-0.2	1	0	-8	0	2	1.1	-6

Next section.
SMILES	APOBEC3G inh	MPTP inh	hIAP activ	hIAP inh	mIAP inh	ATG4B inh	beta cell repl	mIAP act	APOBEC3A inh
Cc1c(C(=O)NC2CC(=O)N(c3ccc4c(c3)OCCO4)C2)cccc1[N+](=O)[O-] (stereo not drawn)	-7	0.2	1.1	-7	0	-8	1	1	-1
O=C(O)[C@@H]1CCCN1C(=O)CCc1c[nH]c2ccccc12	-5	0.8	0.83	17	-3	-8	-2	1	-3
Cc1cc(C)cc(C(=O)NCC(=O)OCC(=O)Nc2cccnc2Cl)c1	-3	-0.6	1	-3	-8	-5	-5	1.1	9
O=C(c1cccs1)N1CCN(c2cccc(Cl)c2)CC1	-6	0.4	1	-2	0	0	-3	1	-6
COC(=O)c1sccc1NC(=O)c1cccnc1	2	0.1	0.93	7	5	0	2	0.95	2
CC(NC(=O)CCNS(=O)(=O)c1cccc2nonc12)c1ccccc1 (stereo not drawn)	0	-0.6	0.93	7	6	3	-2	0.94	3
O=C(NC1=NCCS1)C1CCCCC1	-2	2.9	0.99	1	11	-10	0	0.89	2
Cc1cc(NS(=O)(=O)c2ccc(-c3ccccc3)cc2)no1	-2	0.0	1.3	-27	-3	-8	-4	1	0
Cc1ccc(C(=O)Nc2cccc(O)c2)cc1S(=O)(=O)N1CCCCCC1	4	1.5	0.85	15	-2	-22	-1	1	3
CCOC(=O)C1(Cc2ccccc2Cl)CCN(C(=O)c2cc(C)on2)CC1	-5	0.4	1.3	-33	-1	-7	-3	1	-3
O=C(c1ccc(C(F)(F)F)cc1)N1CCC(=O)N(C(COCc2ccc(C(F)(F)F)cc2)Cc2ccccc2)CC1 (stereo not drawn)	-10	0.5	0.89	12	-1	3	-9	1	-1
CCOC(=O)c1cc2sccc2n1CC(=O)Nc1ccc(OC)cc1OC	3	0.1	1	-3	-6	-3	0	1.1	1
O=C(NNC(=O)c1csc(N2CCOCC2)n1)c1ccc(=O)[nH]c1	-7	-1.1	1.2	-20	12	-3	3	0.88	-2
COc1ccc(OCCC(=O)OCC(=O)NC2CCCCC2)cc1	9	-0.3	0.91	9	-21	0	-4	1.2	0
CCc1ccnc(NC(=O)NS(=O)(=O)c2ccc(C)cc2)c1	0	-0.7	0.88	12	-6	-7	0	1.1	1
O=C1CC(=O)Nc2cc(S(=O)(=O)N3CCN(c4ccc([N+](=O)[O-])cc4)CC3)ccc2N1	0	-0.8	0.92	8	10	0	3	0.9	13
CC(NC(=O)CN(C)CC(=O)Nc1ccccc1Br)c1ccccc1 (stereo not drawn)	-13	0.0	1	0	4	-8	-5	0.96	-6
CC(C)(C)OC(=O)NCCCC[C@H](NC(=O)c1nc[nH]c1C(=O)NCC(=O)OCc1ccccc1)C(=O)OC(C)(C)C	-14	0.9	1.3	-33	-3	5	-8	1	-2
N#Cc1c(N)oc(-c2cccs2)c1-c1cccs1	-3	-1.5	1	-2	4	-4	0	0.96	4
O=C(CN1CCN(c2cccc(Cl)c2)CC1)Nc1nccs1	-7	-2.7	0.96	4	-2	-1	-1	1	-3
CN1CCN(c2nc(-c3cccs3)nc3ccccc23)CC1	-6	-0.8	0.99	1	-5	-10	-1	1	-2
C/C(=N\NC(=O)Cc1cccn1C)c1cccs1	-1	2.2	1	-1	2	30	0	0.98	0
O=C(OCC(=O)N1CCc2ccccc2C1)c1cccc([N+](=O)[O-])c1	-5	0.3	0.83	17	7	10	-1	0.93	-3
O=C(OCC(=O)N1CCN(c2ccccc2)CC1)c1cc(Br)ccc1Cl	-3	0.7	0.96	4	-5	-6	0	1.1	-2
Cc1ccc(S(=O)(=O)N2[C@@H](c3ccc(Br)cc3)C(C(=O)O)=CC[C@H]2c2cccs2)cc1	-5	1.5	0.93	7	4	8	-4	0.96	-2

Sorted by the number under mIAP act (descending): three of the compounds above.
mol	mIAP act
CCOC(=O)c1cc2sccc2n1CC(=O)Nc1ccc(OC)cc1OC	1.1
Cc1c(C(=O)NC2CC(=O)N(c3ccc4c(c3)OCCO4)C2)cccc1[N+](=O)[O-] (stereo not drawn)	1
Cc1ccc(S(=O)(=O)N2[C@@H](c3ccc(Br)cc3)C(C(=O)O)=CC[C@H]2c2cccs2)cc1	0.96

The list continues:
SMILES	APOBEC3G inh	MPTP inh	hIAP activ	hIAP inh	mIAP inh	ATG4B inh	beta cell repl	mIAP act	APOBEC3A inh
CCC(C)c1ccccc1NC(=O)COC(=O)c1ccc(C)c(NC(=O)c2ccco2)c1 (stereo not drawn)	2	6.7	0.97	2	0	2	2	1	2
CCc1nnc(NC(=O)CSc2nnc(CSc3nc(C)cc(C)n3)n2C)s1	-3	1.3	0.99	1	-2	-6	-1	1	2
COc1cccc(C2CC(c3ccc(Cl)cc3)n3nc(N)nc3N2)c1 (stereo not drawn)	7	-1.9	0.9	10	4	2	5	0.96	3
O=C(COC(=O)COc1ccccc1)Nc1ccc(Br)cc1F	3	0.3	0.99	1	-4	-5	0	1	1
COc1ccc([N+](=O)[O-])cc1N(CC(O)CN(C)C)S(=O)(=O)c1ccc(C)cc1 (stereo not drawn)	-17	0.3	0.96	4	-8	-11	0	1.1	-5
CC1(C)CC(=O)C(C(N)=NC(=O)c2ccc([N+](=O)[O-])cc2)=C(O)C1	-3	-0.5	1.1	-10	-2	-5	-2	1	5

In a second layout: 13 of the compounds above.
| Compound | APOBEC3G inh | MPTP inh | hIAP activ | hIAP inh | mIAP inh | ATG4B inh | beta cell repl | mIAP act | APOBEC3A inh |
| --- | --- | --- | --- | --- | --- | --- | --- | --- | --- |
| N#Cc1c(N)oc(-c2cccs2)c1-c1cccs1 | -3 | -1.5 | 1 | -2 | 4 | -4 | 0 | 0.96 | 4 |
| O=C(CN1CCN(c2cccc(Cl)c2)CC1)Nc1nccs1 | -7 | -2.7 | 0.96 | 4 | -2 | -1 | -1 | 1 | -3 |
| CN1CCN(c2nc(-c3cccs3)nc3ccccc23)CC1 | -6 | -0.8 | 0.99 | 1 | -5 | -10 | -1 | 1 | -2 |
| C/C(=N\NC(=O)Cc1cccn1C)c1cccs1 | -1 | 2.2 | 1 | -1 | 2 | 30 | 0 | 0.98 | 0 |
| O=C(OCC(=O)N1CCc2ccccc2C1)c1cccc([N+](=O)[O-])c1 | -5 | 0.3 | 0.83 | 17 | 7 | 10 | -1 | 0.93 | -3 |
| O=C(OCC(=O)N1CCN(c2ccccc2)CC1)c1cc(Br)ccc1Cl | -3 | 0.7 | 0.96 | 4 | -5 | -6 | 0 | 1.1 | -2 |
| Cc1ccc(S(=O)(=O)N2[C@@H](c3ccc(Br)cc3)C(C(=O)O)=CC[C@H]2c2cccs2)cc1 | -5 | 1.5 | 0.93 | 7 | 4 | 8 | -4 | 0.96 | -2 |
| CCC(C)c1ccccc1NC(=O)COC(=O)c1ccc(C)c(NC(=O)c2ccco2)c1 (stereo not drawn) | 2 | 6.7 | 0.97 | 2 | 0 | 2 | 2 | 1 | 2 |
| CCc1nnc(NC(=O)CSc2nnc(CSc3nc(C)cc(C)n3)n2C)s1 | -3 | 1.3 | 0.99 | 1 | -2 | -6 | -1 | 1 | 2 |
| COc1cccc(C2CC(c3ccc(Cl)cc3)n3nc(N)nc3N2)c1 (stereo not drawn) | 7 | -1.9 | 0.9 | 10 | 4 | 2 | 5 | 0.96 | 3 |
| O=C(COC(=O)COc1ccccc1)Nc1ccc(Br)cc1F | 3 | 0.3 | 0.99 | 1 | -4 | -5 | 0 | 1 | 1 |
| COc1ccc([N+](=O)[O-])cc1N(CC(O)CN(C)C)S(=O)(=O)c1ccc(C)cc1 (stereo not drawn) | -17 | 0.3 | 0.96 | 4 | -8 | -11 | 0 | 1.1 | -5 |
| CC1(C)CC(=O)C(C(N)=NC(=O)c2ccc([N+](=O)[O-])cc2)=C(O)C1 | -3 | -0.5 | 1.1 | -10 | -2 | -5 | -2 | 1 | 5 |
